a7 integrin act = integrin-mediated muscular dystrophy alleviation activation; Potency, µM (highest dose often 38.3 µM), without a hit: at the highest dose activation, most hits filed as activators; alpha7betagal myoblasts, beta-gal FDG fluorescence, 48 h; actives 0.064% (n = 350,000); AID 624291;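 note: potency is the fitted concentration of half-maximal effect; 100% = response of the positive control SU9516; nearly all actives have a fitted effect of over 60% in size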
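alpha7betagal+/- myoblasts (passage 13, 250/well) treated 48 h at 37C with compounds at 1:260 dilution of DMSO stock. Lysed, then beta-galactosidase activity read as FDG fluorescence (ex 480/em 540) after 30 min, with pre-read for autofluorescence.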
ELG1 DNA repair = blocks ELG1-dependent DNA repair in HEK293T cells; HEK293T ELG1-luciferase reporter, luminescence, 16 h; DNA damage induced by 5-fluorouridine; Potency, µM (doses to about 46.1 µM), inactives show top-dose activity change, negative = inhibition, hits mostly inhibitors; actives 2.3% (n = 330,000); note: potency is the fitted concentration of half-maximal effect; % is set by controls: 0 for no effect and ±100 for the full control effect; nearly all actives have a fitted effect of over 55% in size
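Luminescence from the luciferase reporter, measured 30 min after ONE-Glo reagent at room temperature, was the read-out. Beforehand, 2,000 cells per well were exposed for 16 hr at 37 °C to 5-fluorouridine together with compound or vehicle.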
TCR activator = T cell receptor activation. primary human leukocytes, anti-CD3, IL-2 HTRF, 48 h. Potency, µM (series often up to 9.22 µM), for inactives: at the highest dose activation of IL-2 secretion, actives largely listed as activators. 330,000 tested, under 10 active; note: % of control where 0% means no effect
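Using a-CD3 beads without co-stimulation, primary human leukocytes were exposed to compounds for 48 hr. An HTRF IL-2 kit measured the cytokine, with europium-to-d2 energy transfer producing emission at 665nm upon 320nm excitation.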
CXXC DNA block = blocks binding of human MLL CXXC domain to DNA. MLL-CXXC / FITC-HOXA9 DNA fluorescence polarization. actives 0.037% (n = 290,000). Potency, µM (doses to about 115 µM), for inactives: top-dose activity change, negative = inhibition, hits mostly inhibitors. Q03164; active = well fitted inhibition curve with a large enough effect in the polarisation, with a control signal flat, not every such curve was filed as active; inconclusive = small, poorly fitted or top-dose-only effect, or effect the other way, or a change in a side signal; inactive = no such curve, though single readings can be large or run the other way; the % refers to the polarisation; note: potency is the fitted concentration of half-maximal effect
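Purified MLL-CXXC (added from a 7 uM solution) was preincubated 5 min at ambient with pinned compounds in 50 mM Tris-HCl pH 7.5, 50 mM NaCl, 1 mM DTT, 0.05% BSA. Fluorescein-labeled HOX-A9 DNA (50 nM solution) followed, 30 min, then polarization read.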
BRCA1 expr act = activators of BRCA1 expression. MCF7-BRCA1-FFLuc reporter, luminescence, 48 h; response scale: scaled: vehicle 0%, 10 µM genistein 100%. Potency, µM (highest dose often 46.1 µM), for the others: top-dose activation, usual class: activators. actives 1.1% (n = 380,000). AID 624202; note: potency is the fitted concentration of half-maximal effect; nearly all actives have a fitted effect of over 80% in size; some results filed as inactive show a strong effect at the top dose
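First, MCF7-BRCA1-FFLuc cells (2000/well) attach for 2 h; next, compounds are pin-added and incubated 48 h at 37 °C; finally, luciferase reagent is added and luminescence read after 15 min.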
AT treatment = candidate therapy for ataxia-telangiectasia; Potency, µM (highest dose often 57.5 µM), without a hit: top-dose activation, actives largely listed as activators; […] A-T fibroblasts, KAP-1 phosphorylation AlphaLISA; neocarzinostatin DNA damage 30 min before lysis; AID 485349; actives 0.19% (n = 320,000); note: potency is the fitted concentration of half-maximal effect; % of control where 0% means no effect; nearly all actives have a fitted effect of over 45% in size
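ATM-like activity read as KAP-1 phosphorylation via AlphaLISA donor/acceptor antibody pairs after lysis and 6 hr at 25C. Cells were ATM-null patient fibroblasts ([…], hTERT), dosed 60 min, then exposed to the DSB inducer NCS for 30 min.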
B2AR arrestin = beta2AR (human) beta-arrestin recruitment activity; actives 0.02% (n = 330,000); Potency, µM (titrated, usually from 46.1 µM), for the others: at the highest dose activation, actives largely listed as activators; P07550; beta-arrestin recruitment to beta2AR, cell-based reporter;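 note: potency is the fitted concentration of half-maximal effect; 0% = DMSO controls and full agonism = EC100 isoproterenol or metaproterenol; nearly all actives have a fitted effect of over 65% in size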
p53 reactivation = restores transcriptional activity of mutant p53 | actives 0.063% (n = 320,000) | Potency, µM (highest dose often 92.2 µM), for the others: at the top dose activity change, positive = activation, most hits filed as activators | H1299 p53-A138V BP100-luciferase reporter, luminescence, 24 h | AID 504706; note: potency is the fitted concentration of half-maximal effect; % of control where 0% means no effect; nearly all actives have a fitted effect of over 45% in size
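H1299 (p53-null), stable ts p53-A138V + BP100-Luc; 1000 cells/well, Opti-MEM/10% FBS; cpd 4 pt, 1:5; 24 h, 37 deg C, 5% CO2; detection reagent 10 min RT; luminescence.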
TRPV1 agonist = human TRPV1 agonism. AID 540275. TRPV1-expressing cells, Fluo-8 calcium influx, agonist mode. activation, % at 8.33 µM. actives 0.19% (n = 320,000); in the data active = activation above about 80%; inconclusive = between about 30% and that limit; note: 0% is about no effect
Target sequence (Q8NER1 whole entry, looked up): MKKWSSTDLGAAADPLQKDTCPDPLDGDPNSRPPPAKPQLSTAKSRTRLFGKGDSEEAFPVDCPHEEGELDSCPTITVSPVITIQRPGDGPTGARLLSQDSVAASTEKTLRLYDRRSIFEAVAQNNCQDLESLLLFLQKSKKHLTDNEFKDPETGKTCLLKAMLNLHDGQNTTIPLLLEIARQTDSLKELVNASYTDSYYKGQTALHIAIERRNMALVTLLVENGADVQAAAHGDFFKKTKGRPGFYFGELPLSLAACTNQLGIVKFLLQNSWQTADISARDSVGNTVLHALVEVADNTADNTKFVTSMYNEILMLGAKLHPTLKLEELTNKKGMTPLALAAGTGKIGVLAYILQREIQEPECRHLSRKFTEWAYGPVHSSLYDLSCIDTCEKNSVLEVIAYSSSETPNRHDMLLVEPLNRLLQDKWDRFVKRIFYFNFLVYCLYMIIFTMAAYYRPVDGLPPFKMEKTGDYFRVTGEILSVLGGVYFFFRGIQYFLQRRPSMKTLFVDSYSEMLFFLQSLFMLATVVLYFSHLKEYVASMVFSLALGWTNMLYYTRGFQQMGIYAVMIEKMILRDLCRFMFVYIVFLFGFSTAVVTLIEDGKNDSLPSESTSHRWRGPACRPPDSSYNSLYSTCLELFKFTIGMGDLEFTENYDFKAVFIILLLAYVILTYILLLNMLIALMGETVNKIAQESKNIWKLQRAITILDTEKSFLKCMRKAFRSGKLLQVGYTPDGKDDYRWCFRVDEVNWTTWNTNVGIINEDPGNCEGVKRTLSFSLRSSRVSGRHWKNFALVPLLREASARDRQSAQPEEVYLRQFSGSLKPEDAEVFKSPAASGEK
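TRPV1-expressing cells were cultured overnight at 35.5C and loaded with Fluo-8 calcium dye for 40 to 90 min at room temperature. After a 10 s baseline, compound was added and calcium influx was read kinetically for 3 min (ex 480/em 520 nm).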
TSG101-PTAP inh = blocks PTAP/TSG101 interaction to inhibit HIV-1 budding; Potency, µM (titrated, usually from 115 µM), inactives show at the top dose activity change, negative = inhibition, most hits filed as inhibitors; 340,000 tested, under 10 active; AID 493005; Fluorescence polarization, FITC-PTAP peptide / Tsg101 binding; active = well fitted inhibition curve with a large enough effect in the main read-out, with a control signal flat, not every such curve was filed as active; inconclusive = small, poorly fitted or top-dose-only effect, or effect the other way, or a change in a side signal; inactive = no such curve, though single readings can be large or run the other way; note: potency is the fitted concentration of half-maximal effect; % of control where 0% means no effect
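Compounds were pin-transferred onto Tsg101 binding domain (10 uM final) in HEPES pH 7.5 buffer, then FITC-PTAP peptide was added at 50 nM final. After 20 min at RT, polarization reported peptide displacement across a qHTS concentration series.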
* = called active by the depositor; ? = inconclusive; . = no result given; & = joins results of further samples; [ ] = remark or other dose. Unless noted, calls come from the whole dose curve; as a rule, active = well fitted curve in the direction sought with a large enough effect; inconclusive = small, poorly fitted or top-dose-only effect, or another doubt; inactive = no such curve, though single readings can be large; an effect the other way counts as inactive or inconclusive. Outcome played no part in choosing rows; 3.8% or so of the library scored in one or more.

SMILES	a7 integrin act	ELG1 DNA repair	TCR activator	CXXC DNA block	BRCA1 expr act	AT treatment	B2AR arrestin	p53 reactivation	TRPV1 agonist	TSG101-PTAP inh
COc1c2ccoc2nc2c(OC)c(OC[C@@H](O)C(C)(C)O)ccc12	.	?	-4%	.	-2%	3%	0.0%	-4%	-1	2%
CCN1C(=NCc2ccco2)N[C@@H](c2cccc(C(F)(F)F)c2)C(C(=O)OC)=C1C	-4%	10%	-1%	24%	0%	9%&4%	-0.1%&-0.8%	-2%	9	0%
CSCCC(=O)N1CCC(n2nccc2NC(=O)CCCc2ccccc2)CC1	0%	22%	0%	42%	-1%	-13%	-0.3%	6%	?	2%
CCOC(=O)C1CCCN(c2c(NCCC(C)C)c(=O)c2=O)C1 (stereo unspecified)	-10%	-16%	4%	11%	0%	0%	0.3%	-1%	3	-9%
CCOCCCN(C(=O)CCC(=O)Nc1cc(C)on1)C(C(=O)NC(C)(C)CC)c1cccc(OC)c1OC (stereo unspecified)	-8%	3%	0%	29%	-5%	1%	-0.3%	-3%	-1	1%
COc1ccc(C(=O)Nc2ccc(Cl)cc2F)cc1S(=O)(=O)N1CCCC1	-14%	-21%	9%	.	-6%	-6%	0.1%	-1%	3	-8%
CCSc1nnc(NC(=O)c2cc(-c3ccccc3O)n[nH]2)s1	6%	17%	1%	-14%	18%	-6%	-0.3%	1%	-7	-1%
C/C(=N\Nc1ccc(C(=O)O)cc1)c1ccc(S(=O)(=O)NCc2ccco2)cc1	20%	?	1%	-10%	32%	-9%	0.6%	3%	.	-7%
COC(=O)c1ccc(C)c(NC(=O)C2CC(=O)N(C3CCCC(C)C3C)C2)c1 (stereo unspecified)	-3%	?	-2%	.	1%	-1%	0.1%	2%	11	-9%
COc1ccc([N+](=O)[O-])cc1/C=N/Nc1nc(N2CCCCC2)nc(N2CCCCC2)n1	8%	?	-4%	6%	29%	3%	0.2%	-8%	1	1%

Single records (already shown):
`CCOC(=O)C1CCCN(c2c(NCCC(C)C)c(=O)c2=O)C1` (stereo unspecified) reads a7 integrin act: -10%; ELG1 DNA repair: -16%; TCR activator: 4%; CXXC DNA block: 11%; BRCA1 expr act: 0%; AT treatment: 0%; B2AR arrestin: 0.3%; p53 reactivation: -1%; TRPV1 agonist: 3; TSG101-PTAP inh: -9%
`C/C(=N\Nc1ccc(C(=O)O)cc1)c1ccc(S(=O)(=O)NCc2ccco2)cc1` reads a7 integrin act: 20%; ELG1 DNA repair: ?; TCR activator: 1%; CXXC DNA block: -10%; BRCA1 expr act: 32%; AT treatment: -9%; B2AR arrestin: 0.6%; p53 reactivation: 3%; TRPV1 agonist: .; TSG101-PTAP inh: -7%

(listing goes on)
SMILES	a7 integrin act	ELG1 DNA repair	TCR activator	CXXC DNA block	BRCA1 expr act	AT treatment	B2AR arrestin	p53 reactivation	TRPV1 agonist	TSG101-PTAP inh
COc1cc(C(C(=O)NCc2ccccc2)N(C(=O)c2snc(C(N)=O)c2N)C2CCCC2)cc(OC)c1OC (stereo unspecified)	4%	-3%	1%	7%	-27%	2%	0.3%	-2%	2	-2%
COc1cc(OC)cc(-n2nnnc2SCC(=O)NC2CCCC2)c1	-27%	8%	-4%	4%	-20%	3%	-0.1%	-1%	0	2%
COC(=O)c1ccc(Cn2cc(C(F)(F)F)ccc2=O)cc1	-3%	5%	1%	3%	-17%	1%	0.0%	-2%	1	-5%
CCCCOc1ccc(S(=O)(=O)NNC(=O)c2cc3ccccc3o2)cc1	-5%	-7%	1%[46.1 µM]	-3%	-41%	4%	7.4%	3%	-4	-2%
CC1CN(C(=O)c2cc3cc(Cl)ccc3[nH]2)CC(C)O1 (stereo unspecified)	1%	-5%	1%	-1%	-34%	6%	0.1%	-3%	11	-2%
Cc1cc(NC(=O)C2C3C(=O)N(Cc4ccc(Cl)cc4)C(C(=O)NCc4ccccc4)C34C=CC2(C)O4)no1 (stereo unspecified)	2%	-10%	-6%	1%	6%	-3%	-0.2%	-6%	-1	-9%
COc1cc(Br)ccc1NC(=O)c1ccccc1-c1ccccc1C(=O)O	8%	.	-2%	.	-8%	.	.	.	.	-6%
CCc1noc(C)c1C(=O)OCC(=O)Nc1ccc2c(c1)OCO2	-22%	-16%	.	.	-14%	-5%	-1.2%	-10%	.	-4%
CC(C)Cc1cc(C(=O)N2CCC(N3CCC(C(=O)N4CCCC4)CC3)CC2)n[nH]1	8%	6%	2%	22%	14%	2%	-0.5%	3%	1	3%
COc1cccc(C(=O)c2sc(NC(C)C)nc2N)c1	-40%	21µM*	0%[46.1 µM]	-5%	-73%	-3%	0.1%	?	1	-1%
O=C(N/N=C/c1cn(-c2cccs2)nc1-c1ccccc1)c1ccc(O)cc1	4%	?	4%[46.1 µM]	10%	26%	1%	-0.3%	26%	14	-1%
CCN(CC)c1cccc(OCC(=O)N(C)CCC#N)c1	-22%	?	1%	-13%	-20%	-8%	0.0%	30%	-3	2%
O=C(CCc1ccccc1)NNC(=O)c1ccccc1C(=O)O	-6%	0%	-9%[46.1 µM]	1%	-18%	-4%	0.1%	3%	12	-3%
CCc1ccc(N2CC(O)(c3cccs3)[N+]3=C2SCCC3)cc1 (stereo unspecified)	-66%[inhibitor]	-19%	0%	8%	-19%	3%	0.2%	3%	-1	0%
COc1ccc(Nc2nnc(SCC(=O)NC3CCS(=O)(=O)C3)s2)cc1 (stereo unspecified)	?	?	-4%	.	56%	-1%	0.2%	0%	1	-6%
CCNS(=O)(=O)c1ccc(CCC(=O)N2CCc3ccccc3C2)cc1	4%	-15%	-6%	2%	19%	0%	0.5%	.	-4	0%
c1ccc(-c2cc(N3CCCCCC3)n[nH]2)cc1	16%	?	-1%	-2%	29%	-6%	0.0%	?	.	-5%
N#Cc1c(-c2ccccc2)cc(C2CC2)nc1SCC(=O)O	-18%	2%	2%[46.1 µM]	3%	76%	6%	0.0%	-4%	-6	0%
CC(=O)c1ccc(-c2cccc(-c3nc4ccccn4c3NC3CCCCC3)c2)cc1	-9%	3.5µM*	0%	.	-3%	20%	-0.2%	-5%	4	-5%
COc1ccc(Br)cc1-c1noc(-c2ccncc2)n1	-5%	5%	-8%	-3%	-3%	6%	-0.2%	0%	0	-2%
O=C(CCN1CCOCC1)NC1CCCN(Cc2ccccc2F)C1 (stereo unspecified)	5%	-4%	-1%	1%	2%	10%	-0.5%	5%	-3	0%
COCCn1c(=O)[nH]c2cc(C(=O)OC)ccc2c1=O	11%	-19%	-1%	?	4%	2%	-0.1%	-2%	0	-7%
COc1ccccc1CC(=O)Nc1cccc2c1CCCC2	3%	5%	-2%[46.1 µM]	-4%	16%	.	-2.6%	-6%	29	-4%
O=C(N/N=C/c1ccccc1)c1ccco1	?	?	-3%	-8%	?	-3%	-0.5%	17%	10	0%
Cc1ccc(NC(=O)CN2C(=O)S/C(=C\c3cc(C)n(C)c3C)C2=O)cc1	19%	8%	.	40%[activator]	-1%	5%	-0.5%	-2%	2	0%
Cc1cc2ccc(C)c(C)c2nc1SCC(=O)c1cccs1	-8%	7%	1%	28%	-84%	6%	-0.9%	-2%	3	4%
CC(C)(C)OC(=O)Cn1c(=O)cnc2ccccc21	-6%	15%	1%	-1%	-9%	.	-0.8%	-3%	3	-2%
O=C(c1cc(-c2ccc(Cl)cc2)nc2ccccc12)N1CCOCC1	1%	-20%	-9%	.	-13%	4%	0.3%	-8%	-5	0%
Cc1ccc(C)c(S(=O)(=O)N2CCN(C(=O)c3cccnc3)CC2)c1	-12%	-6%	1%	2%	4%	8%	-0.8%	-7%	0	-1%
CCOC(=O)c1c(NC(=O)CSc2nc3ccccc3s2)sc(C(C)=O)c1C	-34%	?	-3%	10%	-71%	-1%	-1.1%	0%	1	1%
COc1cc(OC)c(OC)cc1/C=C1\Oc2cc(OS(C)(=O)=O)ccc2C1=O	3%	-9%	16%	70%[activator]	-46%	-7%	-0.4%	0%	22	15%
CC1(C)NC(=O)N(CC(O)CNC23CC4CC(CC(C4)C2)C3)C1=O (stereo unspecified)	6%	?	-4%	1%	0%	-6%	0.5%	5%	-1	0%
COc1ccc(-c2csc(NCc3ccco3)n2)cc1	-18%	?	9%	10%	?	5%	1.6%	?	2	-1%
COc1cc(SC)ccc1C(=O)NNC(=O)C1COc2ccccc2O1 (stereo unspecified)	-5%	2%	-1%	.	1%	7%	-0.3%	-12%	.	0%
CCOC(=O)N1CCN(C(=O)c2ccc(N(Cc3ccc(Cl)cc3)S(C)(=O)=O)cc2)CC1	-38%	-19%	-2%	23%	-4%	-7%	0.3%	.	1	-5%
CC(C)CN(C(=O)COC(=O)CNC(=O)c1ccc(Cl)cc1)C1CCS(=O)(=O)C1 (stereo unspecified)	-4%	12%	-3%	5%	-10%	21%	0.0%	?	-2	0%
